SARS 3CLpro inh – SARS-CoV 3CLpro protease inhibition. P0C6X7. recombinant SARS-CoV 3CLpro, quenched FRET peptide cleavage. inhibition, % at 6 µM. 0.14% of 290,000 active; in the data active = inhibition above about 12%
GDH-TPI inh – GDH-TPI coupled enzyme inhibition counter-screen; GDH-TPI coupled enzyme counterscreen, NADH absorbance; 1.2% of 360,000 active; inhibition, % at 4.8 µM; AID 588335; in the data active = inhibition above about 30%;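 note: 0% = DMSO wells and 100% = wells lacking the enzyme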
PriA SSB inh – inhibitors of Klebsiella pneumoniae PriA binding to SSB C-terminal tail; inhibition, % at 33 µM; 0.6% of 430,000 active; AlphaScreen SSBct-PriA binding, biotinylated peptide; in the data active = inhibition mostly above about 37%, no sharp cut-off; inactive = mostly below about 20%;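 note: plate controls were negative control peptide for no effect and reference peptide for full effect; strong numbers were not always called active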
UGM FP inh – inhibitors of M. tuberculosis UDP-galactopyranose mutase. P9WIQ1. purified UGM, fluorescence polarization probe displacement. inhibition, % at 10 µM. 0.06% of 320,000 active; in the data active = inhibition above about 10%, passing the limit was not always enough
Target sequence (P9WIQ1 whole entry, looked up): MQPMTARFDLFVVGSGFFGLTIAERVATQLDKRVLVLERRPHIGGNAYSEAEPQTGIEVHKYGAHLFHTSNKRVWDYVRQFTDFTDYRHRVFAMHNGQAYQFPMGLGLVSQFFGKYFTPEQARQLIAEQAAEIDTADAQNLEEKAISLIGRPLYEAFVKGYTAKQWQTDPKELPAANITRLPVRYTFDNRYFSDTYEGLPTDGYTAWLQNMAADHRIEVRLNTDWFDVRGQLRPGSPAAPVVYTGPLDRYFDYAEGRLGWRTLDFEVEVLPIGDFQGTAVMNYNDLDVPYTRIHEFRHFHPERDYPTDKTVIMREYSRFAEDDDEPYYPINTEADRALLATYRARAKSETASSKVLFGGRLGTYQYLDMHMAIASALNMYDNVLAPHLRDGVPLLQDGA
BH1578 lux ind – inducers of Vibrio cholerae quorum light production without autoinducers; V. cholerae BH1578 lux reporter, luminescence, 6 h; activation, % at 18.7 µM; 0.16% of 350,000 active; in the data active = activation mostly above about 9.7%, no sharp cut-off; note: not every result past the cut was called active; inactives centre near 0; reference of the scale not given here
MazEF act – increases E. coli MazEF RNase cleavage of RNA; P0AE70; FAM/BHQ RNA-DNA oligo cleavage fluorescence, 5 h; activation, % at 20 µM; 0.32% of 350,000 active; in the data active = activation above about 50%
Target sequence (P0AE70 whole entry, looked up): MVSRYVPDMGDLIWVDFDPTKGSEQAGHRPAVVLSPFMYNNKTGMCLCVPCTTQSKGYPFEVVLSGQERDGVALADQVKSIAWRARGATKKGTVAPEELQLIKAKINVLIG
Mtb BioA inh – BioA (M. tuberculosis) enzyme inhibition | inhibition, % at 9.99 µM | purified M. tuberculosis BioA enzyme, plate reader | AID 602481 | 0.096% of 360,000 active; in the data active = inhibition above about 40%
FBA Mtb inh – Mtb fructose-bisphosphate aldolase inhibition; AID 588726; 2.3% of 360,000 active; inhibition, % at 1 µM; purified M. tuberculosis FBA, fluorescence read-out; P9WQA3; in the data active = inhibition above about 27%;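 note: 0% = vehicle and 100% = reference inhibitor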
VHR inh abs – blocks human VHR1 dual specificity phosphatase | inhibition, % at 13.3 µM | 0.52% of 290,000 active | recombinant VHR phosphatase, pNPP absorbance; in the data active = inhibition above about 50%; note: some compounds called inactive have numbers as strong as hits
Rv3671c protease – inhibits the M. tuberculosis serine protease Rv3671c | P9WHR9 | inhibition, % at 5.96 µM | 0.048% of 320,000 active; in the data active = inhibition above about 38%;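 note: extracellular domain of Rv3671c used as enzyme; 0% = enzyme with DMSO and 100% = no enzyme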
Target sequence (P9WHR9 whole entry, looked up, the tested form may be a part): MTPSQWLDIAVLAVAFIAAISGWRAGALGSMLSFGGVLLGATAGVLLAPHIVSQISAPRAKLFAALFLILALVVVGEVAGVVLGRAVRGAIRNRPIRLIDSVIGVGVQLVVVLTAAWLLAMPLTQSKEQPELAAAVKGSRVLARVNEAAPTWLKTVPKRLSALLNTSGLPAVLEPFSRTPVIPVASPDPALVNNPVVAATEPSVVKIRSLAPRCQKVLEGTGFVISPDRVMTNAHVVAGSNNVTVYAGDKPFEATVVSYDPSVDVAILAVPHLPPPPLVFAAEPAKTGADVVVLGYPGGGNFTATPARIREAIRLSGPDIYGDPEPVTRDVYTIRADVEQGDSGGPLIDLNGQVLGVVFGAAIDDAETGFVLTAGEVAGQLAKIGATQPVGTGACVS
* marks the source's active call; other numbers are inactive results; i = inactive; x = not tested or not shown; & = joins results of further samples. Some of the compounds tested; count on the stated rates, not on these rows.

SMILES	SARS 3CLpro inh	GDH-TPI inh	PriA SSB inh	UGM FP inh	BH1578 lux ind	MazEF act	Mtb BioA inh	FBA Mtb inh	VHR inh abs	Rv3671c protease
Cc1cc(NC(=O)CCC(=O)N2CCC3(CC2)OCCO3)no1	3	11	-1	0.3	i	7	x	0	17	3
COc1ccccc1NC(NC(=O)c1ccccn1)C(Cl)(Cl)Cl (centres undefined)	-3	-1	10	-0.6	-0.3	-8	x	2	8	4
Cc1ccc(C)c(NC(=O)COC(=O)c2cc3ccccc3oc2=O)c1	x	4	-9	1.5	i	7	-1.1	-2	x	-8
CCC(=O)N(Cc1cc2ccccc2[nH]c1=O)C(C)C	-1	3	1	-0.7	x	27	0.4	5	24	-6
COc1ccc(C2=NS(=O)(=O)N(C)C(C(=O)NCc3cccs3)=C2)cc1OC	-2	19	-9	-0.9	-0.2	6	1.0	-3	-14	-3
COc1ccc(NC(=S)/N=C(\N)Nc2nc(C)c3ccc(C)cc3n2)cc1	5	15	x	-0.1	-0.3	-13	-2.2	0	-6	7
CSc1nsc2nc(=O)c(/C=C3\C(C)=Nc4ccc(C)cc43)c(N)n12	-3	4	x	2.0	i	-22	x	1	37	-19
O=C1C2C3C=CC(C3)C2C(=O)N1c1ccc2ccccc2n1 (centres undefined)	2	4	8	2.3	i	4	-1.0	-4	9	1
CCCCN(C(C)=O)c1c(CC)nc2ccc(C(=O)NCCCN(C)C)cn12	x	-6	x	x	0.4	x	-0.6	4	x	x
O=C(NC(=S)Nc1cccc(Cl)c1N1CCCCC1)c1ccc2c(c1)OCCO2	-3	-1	6	1.8	-0.6	3	-2.2	-3	11	0
COc1ccc(C(=O)NNC(=O)C(=O)NCc2ccccc2)cc1	5	0	-2	-2.1	1.7	-3	x	2	-13	9
O=C(CSc1ccccc1C(=O)NCCCN1CCCC1=O)NCc1ccco1	1	5	-13	0.4	-0.3	-6	-0.6	5	2	-3
CN1CCc2nc(SCC(=O)OC(C)(C)C)c(C#N)cc2C1	x	12	-5	0.9	i	15	0.6	14	41	-1
CNCc1cc(Cl)cc(OC)c1OC(C)C	-1	0	-1	x	-0.3	-21	x	65*	23	x
Cc1cccc(C)c1NC(=O)CNC(=O)CNC(=O)c1ccc2ccccc2c1	x	9	x	x	-5.3	-2	0.1	5	x	x
Cc1ccc(C(=O)CSc2nnc(-c3ccco3)o2)o1	0	18	-6	-0.7	i	3	0.4	-2	-11	7
CN(C)CC(C)(C)CNC(=S)Nc1ccc(S(=O)(=O)N2CCOCC2)cc1	-5	1	7	1.7	-2.2	1	x	3	-2	-1
Cc1cccc(NC(=O)c2c([N+](=O)[O-])c(C(C)(C)C)nn2C)c1	1	-6	1	-0.4	-0.2	-1	x	-4	-4	-5
O=C(Cn1cnc2c(nnn2-c2cccc(Cl)c2)c1=O)NCc1ccccc1	2	9	-14	-0.1	i	-18	-1.3	0	-6	-3
CC(C)(C)OC(=O)C[C@@H]1C/C=C\C[C@@H](CC(=O)N(CCO)Cc2ccccc2)C(=O)NCCOC1=O	x	12	1	2.1	7.1	3	-1.1	5	x	4
COc1ccc(C(=O)O)cc1S(=O)(=O)Nc1cccc(C)c1	-1	4	-15	3.0	0.2	-4	x	2	13	-5
COCCC1CCCCN1C(=O)c1cc(COc2ccc(-n3cncn3)cc2)on1 (centres undefined)	1	0	-7	-3.4	-0.3	-4	-0.5	1	10	-5
CCOc1ccccc1CNS(=O)(=O)c1ccc2c(c1)C(C)(C)C(=O)N2C	2	4	8	-1.2	i	10	2.1	0	-4	2
O=C(CCNC(=O)Cn1cnc2ccccc2c1=O)NCC1COc2ccccc2O1 (centres undefined)	-7	5	0	-1.9	-7.7	0	0.4	5	11	2
CC1Cn2c(nnc2-c2cc3ccccc3cc2O)S1 (centres undefined)	-1	6	-6	-3.1	i	2	1.2	8	-4	6
Cc1cc(=O)c(C(=O)O)cn1-c1ccc(C(C)C)cc1	2	-3	0	-1.7	-0.4	-2	1.3	1	16	0
O/N=C1\CCC2CN(C3CCCCC3)CC2C1 (centres undefined)	4	3	x	-1.3	i	-1	-0.7	1	22	-14
Cc1cc(O)c(-c2cc(C(=O)NCc3ccc4c(c3)OCO4)[nH]n2)cc1C	-4	11	-21	0.4	i	-18	-1.2	4	-14	-8
COc1cc(C)c(/C=C(\C#N)C(=O)Nc2cccc(C)c2)cc1C(C)C	5	12	0	-1.1	2.0	-15	x	2	2	-13
CN1C(=O)C(=Cc2cc([N+](=O)[O-])ccc2N2CCCCC2)C(=O)N(C)C1=O	3	4	-7	0.1	i	13	x	1	-10	4

Arranged by molar mass (lowest first): part of the list above
SMILES	SARS 3CLpro inh	GDH-TPI inh	PriA SSB inh	UGM FP inh	BH1578 lux ind	MazEF act	Mtb BioA inh	FBA Mtb inh	VHR inh abs	Rv3671c protease
O/N=C1\CCC2CN(C3CCCCC3)CC2C1 (centres undefined)	4	3	x	-1.3	i	-1	-0.7	1	22	-14
Cc1cc(=O)c(C(=O)O)cn1-c1ccc(C(C)C)cc1	2	-3	0	-1.7	-0.4	-2	1.3	1	16	0
COc1ccc(C(=O)O)cc1S(=O)(=O)Nc1cccc(C)c1	-1	4	-15	3.0	0.2	-4	x	2	13	-5
COc1cc(C)c(/C=C(\C#N)C(=O)Nc2cccc(C)c2)cc1C(C)C	5	12	0	-1.1	2.0	-15	x	2	2	-13
CCOc1ccccc1CNS(=O)(=O)c1ccc2c(c1)C(C)(C)C(=O)N2C	2	4	8	-1.2	i	10	2.1	0	-4	2

The listing continues.
SMILES	SARS 3CLpro inh	GDH-TPI inh	PriA SSB inh	UGM FP inh	BH1578 lux ind	MazEF act	Mtb BioA inh	FBA Mtb inh	VHR inh abs	Rv3671c protease
COc1cc(C)nc(NS(=O)(=O)c2ccccc2Cl)n1	0	0	8	0.5	-0.4	1	-0.6	3	21	2
CCOC(=O)c1c(NC(=O)CSc2n[nH]c(-c3ccco3)n2)sc(C)c1C	-3	6	13	-1.2	i	4	0.6	1	17	-16
Cc1ccc(N2CCN(c3ccc(C)cc3)C2c2ccncc2)cc1	4	3	14	0.7	i	-2	-1.0	-1	35	5
COc1ccc(/C([O-])=C(/C(=S)Nc2ccc(C)c(C)c2)n2c[n+](C)c3ccccc32)cc1OC	-4	9	x	1.0	-0.1	7	x	3	32	-3
CCc1ccccc1S(=O)(=O)Cc1ccc(C(=O)NC(C)C)o1	2	15	1	-4.0	0.0	8	-2.0	5	x	0
COc1cccc(COCCN2CCN(S(=O)(=O)c3ccc(C)cc3)CCC2=O)c1	-5	4	-17	2.7	i	-16	-0.6	-1	0	0
CC(=O)Nc1cc(-c2ccc(N(C)C)cc2)cn2c(-c3ccc(F)cc3)cnc12	x	13	x	x	-0.2	x	-2.2	7	x	x
COC(=O)Cn1c(O)c(N=NC(=O)CNC(=O)c2ccc3c(c2)OCCO3)c2ccccc21	2	14	-3	0.9	-0.6	-16	2.5	-4	2	-5
Cc1ccc(NC(=O)NCCCN2CCOCC2)cc1	-1	3	-3	3.4	i	4	0.1	1	0	4
COc1ccc(S(=O)(=O)NCC(=O)NCc2cc(=O)n(C)c(=O)n2C)cc1F	-4	-4	4	-2.0	-0.7	-9	6.4	-9	-17	-3
COc1cc(OC)nc(NC(=O)CN2CCN(c3ccc(F)cc3)CC2)n1	1	0	-16	0.3	-0.4	-9	x	-3	-4	9
Cn1c(=O)c2sccc2n2c(CCCC(=O)N3CCN(c4ccccn4)CC3)nnc12	-7	2	-22	-4.1	i	3	-3.2	2	10	2
O=C(/C=C/c1cccnc1)c1ccc([N+](=O)[O-])cc1	-1	9	17	3.0	-0.4	-34	-3.4	5	12	-1
CSC1=NC2(CCCCC2)C2=C(CCCC2)N1	2	-1	3	-0.8	-0.5	1	0.2	2	-19	-8
CC(C)CNC(=O)c1nn(Cc2ccccc2)c(=O)c2ccccc12	3	-3	3	0.1	-0.2	4	-0.9	0	40	-1
Cc1cc(C)n2nc(C(=O)OCC(=O)N(CCC#N)c3ccc(F)cc3)nc2n1	x	8	-1	-0.7	-0.3	0	x	4	x	4
CC(=O)C1=C(C)N(Cc2ccccc2)C(=O)N[C@H]1c1cccc(C(F)(F)F)c1	5	11	-7	1.4	0.4	2	0.0	-1	9	-1
C=CCN1C(=O)C2(OCCCO2)c2cc(Cl)ccc21	4	-3	-23	0.7	0.6	3	2.0	1	-4	-2
Oc1ccc(N2CCN(c3ncnc4sc5c(c34)CCC5)CC2)cc1	1	3	2	-1.9	6.2	8	1.1	3	12	6
Cc1cc(Nc2cccc(Cl)c2)nc(NCc2ccccc2)n1	-3	6	-9	-2.2	-0.3	18	x	0	0	9
COc1ccc(C)cc1NC(=O)CSc1nc2ccccc2nc1N1CCCCC1	2	5	-16	0.4	i	-19	-2.0	-1	25	-5
O=C(COc1ccc(Br)cc1Cl)NC(=O)Nc1ccc2c(c1)OCCO2	1	-5	-8	0.4	i	-57	-0.8	-3	10	7
COCCN(C(=O)CNC(=O)c1ccco1)C(C(=O)NC1CCCC1)c1ccc(OC)cc1 (centres undefined)	-2	4	1	-1.4	-0.8	8	-3.9	-1	26	-5
O=C(O)c1ccc(Nc2ccc([N+](=O)[O-])c3nonc23)cc1	4	6	-5	0.9	-1.5	9	4.7	-25	16	x
CCc1nc2ccccc2n1CC(=O)N1CCN(S(=O)(=O)c2cccc(C(F)(F)F)c2)CC1	2	-5	-6	-1.8	-0.4	2	x	4	24	2
Cc1cccnc1NC(=O)c1nn(C)c2c1CS(=O)(=O)c1ccccc1-2	-4	2	-18	-3.2	-0.8	8	-0.6	-1	28	-8
CC(=O)Nc1ccc(SCC(=O)N(CCC#N)c2ccc(C)cc2)cc1	-2	10	-4	1.3	i	4	4.1	0	13	0
CCN1CCN(S(=O)(=O)c2ccc(Cl)c(C(=O)N(C)CCOc3ccc(Cl)cc3)c2)CC1	x	1	24	2.4	-2.8	-13	x	-1	x	8
CCOC(=O)CSc1nc2c(sc(=S)n2-c2ccccc2)c(=O)[nH]1	-1	14	0	0.8	i	0	x	-1	-3	-15
O=C(NCCc1ccco1)c1cc(COc2cccc(C(F)(F)F)c2)on1	1	-1	-5	1.9	i	-6	1.5	-2	-17	-5
COc1ccccc1Nc1nnc(SCC(=O)NC2CC2)s1	x	11	-2	2.0	-2.0	2	0.0	-3	x	2
Cc1ccc(NC(=O)c2ccc(S(=O)(=O)NCc3ccco3)cc2)cc1	6	10	14	-0.8	i	-30	-3.0	1	11	-1
Cc1ccc(C)c(-n2c(SCC(=O)Nc3nnc(C)s3)nnc2-c2ccoc2C)c1	0	-4	-14	0.5	i	-11	-0.9	-4	24	3
O=C(COC(=O)c1ccccc1NS(=O)(=O)c1cccs1)NC1CCCCC1	0	8	-25	x	-0.5	-12	x	4	3	-1
O=C(CCNS(=O)(=O)c1ccc(Br)cc1)NCc1ccc2c(c1)OCO2	2	-1	-4	0.1	-0.2	-3	-1.8	3	15	3
O=C(CCc1ccccc1)N1CCN(c2ccc(Cl)cc2)CC1	5	1	-14	-0.6	-0.4	-8	3.4	3	0	5
COc1ccc(C(CNC(=O)c2ccc(Cl)s2)N2CCOCC2)cc1 (centres undefined)	x	-3	-14	-1.2	-0.1	0	12	-4	x	6
CCCCCC(=O)NC(NC(=S)N1CCOCC1)C(Cl)(Cl)Cl (centres undefined)	-2	13	-17	-4.6	i	-8	x	0	-9	6
CCN(CC)C(=S)SCC(=O)Nc1ncc2c(n1)CCCC2=O	-2	21	0	3.3	-0.7	6	-0.3	1	-18	0
Cc1ccc(S(=O)(=O)N2CCC(C(=O)N3CCC3)CC2)cc1	-3	4	-23	-3.0	-0.2	1	0.0	1	1	1
COc1cc(C(=O)Nc2nnc(C3CC3)s2)ccc1OCc1c(C)noc1C	-3	1	-6	0.4	-1.4	7	x	-2	46	2
CC(=O)OCC(=O)[C@@]1(O)CC[C@H]2[C@@H]3CCC4=CC(=O)CC[C@]4(C)[C@H]3[C@@H](O)C[C@@]21C	0	4&-2	-6	2.7&-3.8	-0.2&3.8	7&17	-0.2&0.7	-2&-3	1	1&15

Screening data (PubChem BioAssay)
